# Mcl-1 Bim block: disrupts Bim peptide binding to human Mcl-1; Bead-based flow cytometry, Bim peptide-Mcl-1 binding; inhibition, % at 10 µM; hit rate 0.1% among 190,000;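 also: 0% = no compound tracer wells and 100% = peptide blocker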
# Target sequence (Q07820 whole entry, looked up): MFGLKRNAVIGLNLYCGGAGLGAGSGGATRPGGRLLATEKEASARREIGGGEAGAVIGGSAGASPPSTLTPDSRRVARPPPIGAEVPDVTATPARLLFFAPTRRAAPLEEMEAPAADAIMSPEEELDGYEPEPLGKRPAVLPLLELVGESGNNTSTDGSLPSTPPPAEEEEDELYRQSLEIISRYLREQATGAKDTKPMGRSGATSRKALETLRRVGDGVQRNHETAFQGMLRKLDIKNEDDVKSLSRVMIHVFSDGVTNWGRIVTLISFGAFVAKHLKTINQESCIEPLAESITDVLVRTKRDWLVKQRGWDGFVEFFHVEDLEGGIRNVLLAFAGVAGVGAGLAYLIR
# Bcl-W Bim block: disrupts Bim peptide binding to human Bcl-W; bead-based flow cytometry; inhibition, % at 10 µM; AID 952; hit rate 0.02% among 190,000; Q92843;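 also: 0% = bound tracer without compound and 100% = peptide blocker; higher means less fluorescent Bim peptide bound to Bcl-W beads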
# Bcl-XL Bim block: disrupts Bim peptide binding to human Bcl-XL. Q07817. bead flow cytometry, fluorescence. inhibition, % at 10 µM. hit rate 0.04% among 190,000. AID 1007
# Target sequence (Q07817 whole entry, looked up): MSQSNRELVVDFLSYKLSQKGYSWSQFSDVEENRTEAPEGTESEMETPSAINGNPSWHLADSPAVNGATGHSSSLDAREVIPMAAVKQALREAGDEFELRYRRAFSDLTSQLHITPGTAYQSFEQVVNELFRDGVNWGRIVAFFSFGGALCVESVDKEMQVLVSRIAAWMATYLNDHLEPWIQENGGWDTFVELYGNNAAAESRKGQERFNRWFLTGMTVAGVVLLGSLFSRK
# RGS7-Gao: regulators of human RGS7-Galphao interaction; Multiplexed bead flow cytometry, RGS7-Galphao binding; actives lie on both sides; binding response (% of control), % at 10 µM; hit rate 0.35% among 220,000; in the data active = binding response below about 49% or above about 150%; inconclusive = no clear call, values can overlap the other calls; inactive = in between;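 also: fluorescent Galphao held in activated GDP-AlF4 state binding bead-coupled RGS7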
# Bcl-2 Bim block: disrupts Bim peptide binding to human Bcl-2; Bead-based flow cytometry, Bim peptide-Bcl-2 binding; inhibition, % at 10 µM; hit rate 0.06% among 190,000; in the data active = inhibition above about 40%; inconclusive = no clear call, values can overlap the other calls;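 also: 0% = no compound wells with probe peptide and 100% = reference peptide inhibitor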
# Target sequence (P10415 whole entry, looked up): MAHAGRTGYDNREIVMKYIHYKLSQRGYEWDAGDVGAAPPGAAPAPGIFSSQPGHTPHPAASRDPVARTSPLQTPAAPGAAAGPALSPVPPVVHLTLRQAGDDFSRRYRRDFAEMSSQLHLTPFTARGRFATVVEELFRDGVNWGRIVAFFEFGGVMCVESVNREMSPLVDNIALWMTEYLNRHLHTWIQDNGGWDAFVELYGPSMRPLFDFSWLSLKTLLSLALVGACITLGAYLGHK
# RGS8-Gao reg: regulators of human RGS8-Galphao interaction; P09471; multiplexed bead flow cytometry, RGS8-Galphao binding; actives lie on both sides; response (percent of control binding), % at 10 µM; hit rate 0.34% among 220,000; in the data active = response below about 60% or above about 140%; inactive = in between;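 also: Galphao activated as the GDP aluminium fluoride complex binding bead-coupled RGS8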
# Mcl1-Bid inh: disrupts binding of human Mcl-1 to Bid peptide; Q07820; TR-FRET Mcl-1/Bid-Dy647 peptide binding, 1536-well; inhibition, % at 21.7 µM; hit rate 0.97% among 220,000;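 active = compounds that cut the binding signal by more than half at the single screening dose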;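 also: His-tagged Mcl-1 with europium anti-His antibody binding Bid BH3 peptide; 0% = Mcl-1 plus peptide wells and 100% = peptide-only wells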
# RGS4-Gao reg: modulates binding of RGS4 to human Galphao | P09471 | Multiplexed bead flow cytometry; actives lie on both sides | binding response (% of control), % at 10 µM | hit rate 0.33% among 220,000 | AID 1415; in the data active = binding response below about 49% or above about 150%; inactive = in between;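 also: fluorescent Galphao activated with aluminum fluoride binding bead-coupled RGS4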
# Bim-Bfl-1: human Bim-Bfl-1 interaction inhibition. Q16548. hit rate 0.12% among 190,000. Bead-based flow cytometry, Bim-Bfl-1 binding inhibition. inhibition, % at 10 µM;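 also: 0% = wells without compound plus tracer and 100% = blocker peptide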
# Bim-Bcl-B: disrupts Bim peptide binding to human Bcl-B; hit rate 0.073% among 190,000; Q9HD36; bead-based flow cytometry; inhibition, % at 10 µM;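 also: 0% = tracer peptide without compound and 100% = reference inhibitor peptide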
# Target sequence (Q9HD36 whole entry, looked up): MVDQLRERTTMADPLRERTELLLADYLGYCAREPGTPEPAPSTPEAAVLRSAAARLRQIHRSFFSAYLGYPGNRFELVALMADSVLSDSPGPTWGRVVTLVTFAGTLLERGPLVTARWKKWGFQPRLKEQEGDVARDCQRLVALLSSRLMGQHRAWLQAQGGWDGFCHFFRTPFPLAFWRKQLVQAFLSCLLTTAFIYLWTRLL
# Mcl1 Noxa PPI: Mcl-1/Noxa interaction inhibition; Q07820; TR-FRET Mcl-1/Noxa peptide binding, 2 h; inhibition, % at 21.7 µM; hit rate 1.5% among 220,000; AID 1022;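 active = compounds that cut the protein-peptide binding signal by more than 50% relative to plate controls in a single-dose test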;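 also: His-tagged Mcl-1 with rhodamine Noxa BH3 peptide and terbium anti-His antibody; 0% = Mcl-1 plus Noxa peptide wells and 100% = peptide-only wells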
# The depositor's hits bear a star; ? = inconclusive; / = not tested or not shown. Rule as the data show it, unless noted: active = inhibition above about 40%.
SMILES,Mcl-1 Bim block,Bcl-W Bim block,Bcl-XL Bim block,RGS7-Gao,Bcl-2 Bim block,RGS8-Gao reg,Mcl1-Bid inh,RGS4-Gao reg,Bim-Bfl-1,Bim-Bcl-B,Mcl1 Noxa PPI
CCC1(C(=O)c2ccccc2)C(c2cccc([N+](=O)[O-])c2)C1(C(=O)OC)C(=O)OC (centres undefined),-4,-4,-6,98,-2,95,-13,93,-6,-4,11
COC(=O)Cc1nnc(Nc2cccc(C)c2)c2ccccc12,/,/,/,?,/,100,-31,103,/,/,6
CC12CC(c3ccccc3O1)N(C(=O)c1ccco1)C(=S)N2c1ccccc1 (centres undefined),-7,-4,-5,100,-2,102,-16,103,6,-4,7
COc1cc(C(=S)N2CCOCC2)cc(OC)c1OC(=O)c1cc([N+](=O)[O-])cc([N+](=O)[O-])c1,1,0,0,100,1,101,-25,100,0,0,8
Cc1ccc(Nc2n[nH]c(C)c2[N+](=O)[O-])cc1,-2,-3,-8,106,-2,103,-1,106,-6,-7,12
Cn1c(=O)c(Nc2ccc(Cl)cc2)c2c3c(cccc31)C(=O)c1ccccc1-2,15,-7,-4,116,-5,101,-36,108,0,-21,-5
COc1ccc(CNn2c(-c3cccs3)nc3ccccc3c2=O)cc1OC,-3,-1,-2,102,-5,100,-2,100,-3,-3,-9
CCCNC(=O)CN1C(=O)NC(CCSC)C1=O (centres undefined),/,/,/,?,/,101,-22,95,/,/,-3
Cc1ccc(C2(C(F)(F)F)NC(=O)N3C(=C2C#N)Nc2ccccc23)cc1 (centres undefined),0,4,-6,103,-7,99,-26,100,-9,-7,-2
O=C(/C=C/c1ccc([N+](=O)[O-])cc1)NCCSCc1ccco1,-5,-2,-3,83,-6,88,-42,84,-14,-3,19
CCn1c(=O)c(=O)[nH]c2cc(C(=O)NCC3CCCCC3)ccc21,-5,-1,-4,100,0,90,-18,98,0,-1,4
CC1(NC(=O)NCc2ccco2)CCS(=O)(=O)C1 (centres undefined),-1,-6,-7,101,-7,104,-24,104,-11,-10,2
COc1ccc(CCNC2=NCC(C)S2)cc1 (centres undefined),-3,0,0,100,-2,103,-6,97,-3,0,-1
COc1ccc(C(=O)Nc2cccc(C(=O)NCc3ccccc3)c2)cc1,0,-1,-1,101,-4,101,-15,101,0,-3,2
O=C(NN1C(=O)c2ccccc2NC1c1ccc([N+](=O)[O-])o1)c1ccc([N+](=O)[O-])cc1 (centres undefined),1,2,-3,101,-2,101,-29,102,-3,-2,13
CC1=CC(C)(C)Nc2ccc(OC(=O)CCN3C(=O)c4ccccc4C3=O)cc21,-5,-1,-6,100,-2,103,3,104,-1,-8,21
CC(C1CC2CCC1C2)N1CC(O)=C(c2nc3ccccc3[nH]2)C1=N (centres undefined),/,/,/,?,/,100,-82,95,/,/,-63
CCOc1ccc(NC(=O)c2sc(N3CCOCC3)nc2-c2ccccc2)cc1,-5,-4,-8,100,-4,107,-33,100,-9,-2,-79
CC(=O)Nc1cccc2c1C(=O)N(c1ccc(C)cc1)C2=O,-35,-30,-27,102,-33,100,-14,102,-30,-38,-5
Clc1cccc(OCCn2cncn2)c1Cl,0,-1,-11,100,-11,101,37,97,-12,-9,29
COc1ccc(NC(=O)c2sc(SCc3ccccc3)nc2N)cc1,-5,-5,-8,98,-10,104,-16,102,-14,-12,6
Cc1cc(C(C)(C)C)oc1C(=O)OCC(=O)NC1CCCCC1,-27,-9,-15,100,-4,102,3,101,-3,-3,7
c1cncc(-c2nc3ccccc3o2)c1,2,2,4,81,4,95,/,79,-2,0,/
COc1ccc(C(F)(F)F)cc1N/C=C/c1nnnn1-c1ccc2ccccc2c1,/,/,/,?,/,101,-17,91,/,/,-3
O=C(CCC(=O)OCc1cccc([N+](=O)[O-])c1)Nc1ccc(F)cc1,1,0,-3,97,2,100,11,99,4,2,6

# Only Mcl1-Bid inh (6 entries from above):
Structure | Mcl1-Bid inh
CCC1(C(=O)c2ccccc2)C(c2cccc([N+](=O)[O-])c2)C1(C(=O)OC)C(=O)OC (centres undefined) | -13
COC(=O)Cc1nnc(Nc2cccc(C)c2)c2ccccc12 | -31
CC12CC(c3ccccc3O1)N(C(=O)c1ccco1)C(=S)N2c1ccccc1 (centres undefined) | -16
COc1cc(C(=S)N2CCOCC2)cc(OC)c1OC(=O)c1cc([N+](=O)[O-])cc([N+](=O)[O-])c1 | -25
Cc1ccc(Nc2n[nH]c(C)c2[N+](=O)[O-])cc1 | -1
Cn1c(=O)c(Nc2ccc(Cl)cc2)c2c3c(cccc31)C(=O)c1ccccc1-2 | -36

# Next results follow:
SMILES,Mcl-1 Bim block,Bcl-W Bim block,Bcl-XL Bim block,RGS7-Gao,Bcl-2 Bim block,RGS8-Gao reg,Mcl1-Bid inh,RGS4-Gao reg,Bim-Bfl-1,Bim-Bcl-B,Mcl1 Noxa PPI
CCOC(=O)c1[nH]c2ccc(OC)cc2c1NC(=O)c1ccc2c(c1)OCO2,-1,-1,-2,89,-4,95,-10,91,-3,-1,15
O=C(CN1C(=O)NC2(CCCCC2)C1=O)Nc1ccc(S(=O)(=O)N2CCOCC2)cc1,0,5,-2,102,-3,102,-11,104,-10,-6,18
Oc1ccc2oc3c(c2c1/C=N/n1cnnc1)CCCC3,0,0,1,108,-4,107,-1,107,-2,-1,-5
CC1(C)CC(=O)C2=C(C1)N(c1cccc(O)c1)C1=C(C2)C(=O)CC(C)(C)C1,-2,-2,-1,95,0,82,-26,95,-4,0,20
CCOC(=O)c1c(NC(=O)Cn2c(=O)oc3ccccc32)oc(C)c1C(C)=O,-2,-4,-11,103,-11,101,-28,103,-19,-11,1
COc1ccc(CN(C)CC(=O)Nc2ccc(N3CCOCC3)cc2)cc1OC,0,-1,-2,98,-7,100,-31,100,-8,-3,1
CCOc1ccc(NC(=S)N(CCc2c(C)[nH]c3ccccc23)Cc2cccnc2)cc1,-1,-1,-8,109,-4,98,-29,102,0,-4,16
COc1ccccc1Nc1nc(N)nc(CSc2nc(C)cc(C)n2)n1,-7,-3,-9,96,-10,101,-13,100,-12,-8,-8
O=C(CCc1nnc(C2CCCCC2)o1)N1CCN(Cc2ccccc2)CC1,-1,-1,-5,107,-3,100,-22,100,-5,-4,11
CC(C)C(=O)Nc1ccc(N2CCN(c3ccc(F)cc3)CC2)cc1,0,-2,0,?,-3,103,-30,104,-7,-7,16
CCSc1nc2ccccc2n1C(=O)/C=C\c1ccc(OC)c(OC)c1,-2,2,-4,94,-1,99,-25,99,0,2,62*
Cn1c(SCc2ccccc2)nc2ccsc2c1=O,-1,0,-4,?,-4,101,1,102,-5,-4,3
CCCC[n+]1ccn(-c2nc3ccccc3nc2[N-]S(=O)(=O)c2ccc(Br)cc2)c1,/,/,/,?,/,99,-18,101,/,/,-126
CCc1ccc(OCC(=O)NCCOc2ccccc2)cc1,0,3,-1,108,-3,113,15,116,-9,-4,7
CC(C(=O)Nc1cc([N+](=O)[O-])ccc1Cl)N1CCN(c2ccc(O)cc2)CC1 (centres undefined),-1,4,-2,96,2,101,-62,100,21,-4,78*
CCOc1ncccc1C(=O)OCc1ccc(C(=O)OC)o1,-1,1,-6,101,-3,100,-7,101,-11,-4,-3
CC(=O)c1sc(NC(=O)COc2ccccc2)nc1C,0,0,-5,?,-4,100,-22,103,-8,-5,6
CCN(CC)S(=O)(=O)c1cc(C(=O)Nc2ccc(Cl)cn2)ccc1C,-3,-4,-4,98,-3,103,0,99,-3,-3,7
CC1CC(C)CN(C(=O)CN2CCN(Cc3ccc(Cl)cc3)C2=O)C1 (centres undefined),0,0,-3,108,-6,108,-17,107,-14,-8,7
Cc1cc(NS(=O)(=O)c2ccc(NC(=O)CSc3nnc(-c4ccco4)n3C)cc2)nc(C)n1,0,-1,-2,99,-6,99,-3,101,-12,-5,5
O=C(c1nn(Cc2ccccc2)c(=O)c2ccccc12)N1CCc2ccccc2C1,-1,-1,-6,101,-13,100,-21,99,-20,-6,-12
CC(C)Oc1cccc(C(=O)NC(=S)Nc2ccccc2)c1,-10,-8,-11,104,-4,110,-22,104,-8,-14,6
CC(C)(C)c1ccc(OC(=O)c2ccccc2)cc1,/,/,/,?,/,106,-5,101,/,/,10
CC(C)CSc1nnc(N)s1,14,7,3,99,-1,103,-11,101,-9,-1,-2
Clc1ccc(-c2cc3ccccc3nc2N2CCCC2)cc1,-1,-5,0,106,-9,107,2,107,-10,-9,9
SMILES,Mcl-1 Bim block,Bcl-W Bim block,Bcl-XL Bim block,RGS7-Gao,Bcl-2 Bim block,RGS8-Gao reg,Mcl1-Bid inh,RGS4-Gao reg,Bim-Bfl-1,Bim-Bcl-B,Mcl1 Noxa PPI
Cc1ccc(S(=O)(=O)NNC(=S)Nc2cccc(F)c2)cc1,/,/,/,?,/,100,-23,101,/,/,20
COC(=O)C1=C(C)NC2=C(C(=O)CCC2)C1c1ccc(-c2ccsc2C(=O)OC)o1 (centres undefined),/,/,/,?,/,100,-19,102,/,/,7
COc1ccc(C(=S)NCS(=O)(=O)c2ccc(C)cc2)cc1,-3,-3,-1,102,-3,103,-41,102,-1,-4,15
COCCn1c(Cc2ccccc2)nnc1SCC(=O)Nc1ccccc1,0,1,-4,101,-1,100,-6,102,-6,-6,0
CCOc1ccc(N/C(=N/c2nc(C)cc(C)n2)NC(C)=O)cc1,/,/,/,?,/,99,3,97,/,/,-16
Cc1ccc(S(=O)(=O)N2CCN(CC(=O)N/N=C/c3cc([N+](=O)[O-])ccc3Cl)CC2)cc1,-3,-3,-7,101,-4,101,3,103,-5,-4,20
Cn1cc(Br)c(C(=O)NC2C3CC4CC(C3)CC2C4)n1 (centres undefined),0,-1,-1,102,2,101,-6,101,0,0,-3
Cn1c(/C=C/c2ccccc2)nc2ccccc21,0,0,0,98,0,98,-3,100,-5,-6,18
CCOC(=O)c1cnn(Cc2cccc(Cl)c2)c1C,-3,-1,-5,98,-2,100,-15,101,-2,-4,8
Cn1cc(C(=O)c2ccc(Cl)cc2Cl)cc1C=O,2,-2,-1,?,-4,99,-14,98,-2,1,-11

# Ordered by value in Mcl1 Noxa PPI (descending): 4 of the compounds above.
Structure,Mcl-1 Bim block,Bcl-W Bim block,Bcl-XL Bim block,RGS7-Gao,Bcl-2 Bim block,RGS8-Gao reg,Mcl1-Bid inh,RGS4-Gao reg,Bim-Bfl-1,Bim-Bcl-B,Mcl1 Noxa PPI
Cc1ccc(S(=O)(=O)N2CCN(CC(=O)N/N=C/c3cc([N+](=O)[O-])ccc3Cl)CC2)cc1,-3,-3,-7,101,-4,101,3,103,-5,-4,20
CCOC(=O)c1cnn(Cc2cccc(Cl)c2)c1C,-3,-1,-5,98,-2,100,-15,101,-2,-4,8
COCCn1c(Cc2ccccc2)nnc1SCC(=O)Nc1ccccc1,0,1,-4,101,-1,100,-6,102,-6,-6,0
CCOc1ccc(N/C(=N/c2nc(C)cc(C)n2)NC(C)=O)cc1,/,/,/,?,/,99,3,97,/,/,-16

# Screening results deposited in PubChem by several laboratories.

# Compounds were not picked by outcome; any-hit rate near 2.7%.
